Assay outcomes: PubChem BioAssay, Sanford-Burnham Center for Chemical Genomics
SENP6 inh – SENP6 protease inhibition | 330,000 tested, 1.8% active | inhibition, % at 10 µM | Q9GZR1 | Recombinant SENP6 catalytic domain, aminoluciferin luminescence;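 active = inhibition above about 50% at the single tested dose, limit read from the data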;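 also: plate controls were DMSO wells with enzyme for no effect and DMSO wells lacking enzyme for full effect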
Target sequence (Q9GZR1 628-1112 limits assumed): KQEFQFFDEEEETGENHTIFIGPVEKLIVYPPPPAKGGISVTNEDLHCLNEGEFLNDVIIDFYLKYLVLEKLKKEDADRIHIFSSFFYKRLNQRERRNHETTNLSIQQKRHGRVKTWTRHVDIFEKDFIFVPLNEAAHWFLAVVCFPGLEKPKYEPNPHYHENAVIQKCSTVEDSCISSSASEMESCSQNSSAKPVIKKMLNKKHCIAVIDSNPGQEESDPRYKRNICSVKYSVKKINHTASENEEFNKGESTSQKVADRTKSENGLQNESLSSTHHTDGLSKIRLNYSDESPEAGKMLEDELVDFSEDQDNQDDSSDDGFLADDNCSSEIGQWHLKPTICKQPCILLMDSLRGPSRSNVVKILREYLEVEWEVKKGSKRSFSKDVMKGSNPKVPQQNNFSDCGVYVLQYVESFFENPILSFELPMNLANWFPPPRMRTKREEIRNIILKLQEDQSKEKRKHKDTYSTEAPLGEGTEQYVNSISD
SENP8 block-1 – blocks the human protease SENP8; Q96LD8; 330,000 tested, 1.2% active; purified SENP8, Z-RLRGG-aminoluciferin cleavage, luminescence; inhibition, % at 10 µM; AID 2540; in the data active = inhibition above about 50%
Target sequence (Q96LD8 whole entry, looked up): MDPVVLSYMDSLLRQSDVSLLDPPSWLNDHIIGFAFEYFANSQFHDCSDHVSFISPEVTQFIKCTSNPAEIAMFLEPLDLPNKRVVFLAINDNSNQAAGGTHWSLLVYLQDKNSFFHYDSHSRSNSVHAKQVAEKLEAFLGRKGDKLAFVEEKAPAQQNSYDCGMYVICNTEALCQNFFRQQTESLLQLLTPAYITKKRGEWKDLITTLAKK
SENP8 block-2 – SENP8 (human) protease inhibition; inhibition, % at 20 µM; recombinant SENP8, Nedd8 substrate fluorescence; Q96LD8; 360,000 tested, 0.64% active; AID 602440; in the data active = inhibition mostly above about 40%, no sharp cut-off; inactive = mostly below about 27%
PfG6PD inh – PfG6PD (Plasmodium falciparum) enzyme inhibition; inhibition, % at 20 µM; PfGluPho enzyme, NADPH resazurin-diaphorase fluorescence; 350,000 tested, 0.78% active; AID 504690;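 active = inhibition reaching at least a set limit at 20 µM in the primary screen, cut at about 59% in these data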;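 also: 0% = DMSO wells with substrate and 100% = DMSO wells lacking glucose-6-phosphate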
SENP7 block – inhibitors of human SENP7 protease; inhibition, % at 5 µM; 330,000 tested, 1.5% active; Q9BQF6; recombinant SENP7, Z-RLRGG-aminoluciferin luminescence, 40 min; AID 434973;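 active = inhibition above about 50% at the single test dose, limit read from the data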;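 also: plate controls were DMSO with enzyme for no effect and no enzyme buffer wells for full effect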
SENP1 inh – inhibitors of human SENP1 SUMO protease catalytic domain; Q9P0U3; recombinant SENP1 catalytic domain, CyPet-SUMO1-YPet FRET cleavage; inhibition, % at 10 µM; 360,000 tested, 0.21% active; AID 624204;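 active = inhibition at least 30% at 10 µM, raw YFP signal under a set limit, fluorescence ratio 0.5 to 1.5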;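 also: 0% = enzyme with DMSO and 100% = no enzyme wells; some results filed as inactive read as strong as hits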
Target sequence (Q9P0U3 419-644 limits assumed): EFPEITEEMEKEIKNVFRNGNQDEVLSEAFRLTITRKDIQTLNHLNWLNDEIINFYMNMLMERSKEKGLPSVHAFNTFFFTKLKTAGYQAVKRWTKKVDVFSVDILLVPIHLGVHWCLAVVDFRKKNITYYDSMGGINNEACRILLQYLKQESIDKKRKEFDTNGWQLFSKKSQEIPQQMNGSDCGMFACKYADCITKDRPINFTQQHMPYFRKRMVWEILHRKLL
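system = hSENP1 catalytic domain, recombinant | reagent = SFCypet-SUMO1-SFYpet substrate at 25 nM | doses = one dose per compound, 10 µM, 0.5% DMSO | incubation = enzyme reaction for 50 min at room temperature, dark | measured by = FRET, CFP and YFP emission | controls = no-enzyme low, enzyme-DMSO high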
HKDC1 inh – HKDC1 (human) hexokinase inhibition; 340,000 tested, 0.16% active; AID 493160; inhibition, % at 20 µM; Q2TB90; recombinant HKDC1, G6PDH/diaphorase resazurin coupled fluorescence;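 active = inhibition above about 35% when tested at 20 µM, limit read from the data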;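 also: plate controls were DMSO wells with enzyme for no effect and DMSO wells lacking enzyme for full effect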
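Assay system: in-house recombinant HK5 (HKDC1) enzyme. Input: HKDC1 at 5 µg/mL. Medium: Tris pH 8.0 buffer with MgCl2, Tween-20, BSA, BME. Dosing: single 20 µM dose. Schedule: 90 min reaction incubation at room temperature, dark. Signal: resazurin-to-resorufin fluorescence via G6PDH and diaphorase coupling, 525/613 nm. Controls: DMSO-enzyme wells negative, buffer-substituted wells positive.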
Apaf1 inhib – human Apaf-1 inhibition | inhibition, % at 20 µM | 330,000 tested, 0.71% active | O14727 | reconstituted apoptosome caspase-3 activity, DEVD-Rh110 fluorescence; active = inhibition of at least 40% at 20 µM;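 also: plate controls were DMSO wells for no effect and DEVD-CHO caspase inhibitor wells for full effect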
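Material: reconstituted apoptosome with Apaf-1, cytochrome c, caspase-9, procaspase-3, dATP; medium: pH 7.5 Hepes buffer with CHAPS, BSA, DTT; also added: cytochrome c and DEVD-Rh110 substrate; timing: 30 min plus 50 min, RT; signal: Rh110 fluorescence intensity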
Numbers without * were called inactive; i = inactive; x = no result given.

Below each compound – Apaf1 inhib	SENP8 block-1	SENP1 inh	PfG6PD inh	SENP8 block-2	SENP6 inh	HKDC1 inh	SENP7 block
O=C(c1ccc2c(c1)OCO2)N1CCN(c2ccccc2F)CC1
→ 7	-10	2	-19	14	-1	2	-4
O=c1c2ccccc2nc2n1-c1ccccc1CCC2
→ -10	9	1	3	0	7	8	-4
C=COCCn1c(-c2nonc2N)nc2ccccc21
→ 9	-8	-24	1	-3	-27	-2	-12
Cc1ccc(NC(=O)c2c(Cl)n(C)c3ccccc23)cc1
→ 9	-12	-2	12	26	7	2	-4
CCOc1ccc(N=Nc2c(=O)[nH]n3c(=O)c4c([nH]c23)CCCC4)cc1
→ 0	-8	8	-25	54*	-15	23	-2
O=C(c1cc(Cl)nc2ccccc12)N1CCN(S(=O)(=O)c2ccccc2[N+](=O)[O-])CC1
→ 15	5	0	2	0	-3	0	8
COC(=O)c1ccc(CNC(=O)CSc2nnc(COc3ccccc3)n2C)o1
→ -13	6	-1	-10	2	6	-6	4
NC(=O)c1ccccc1NC(=O)CSc1cn[nH]n1
→ 0	7	0	-5	1	12	-3	-3
NC(=O)C1CCCN(C(=O)c2ccc3c(c2)NC(=O)CS3)C1 (stereo not drawn)
→ 1	-2	3	-3	2	-3	-7	-1
Cc1cc(NC(=O)CSc2ncc(CO)n2Cc2ccc(F)cc2)no1
→ -1	-9	1	1	-2	-4	-4	-3
COc1ccc(-c2ccc(CCC(=O)O)n2CC(=O)Nc2ccccc2C)cc1
→ 6	-7	-14	-18	-138	-22	-4	-2
CS(=O)(=O)c1cccc(S(=O)(=O)N2CCCCCC2)c1
→ -11	-5	2	-1	1	-23	1	-5
CCOc1ccc(C(=O)NCc2ccccc2OC)cc1
→ -3	-12	-1	-22	13	-2	14	-5
CN1CC2([N+](=O)[O-])CC=C(OCCO)C([N+](=O)[O-])(C1)C2 (stereo not drawn)
→ -5	-6	0	-20	23	16	-5	-1
CCCCCCCCCC[N+](C)(C)CC/C=C1/c2ccccc2Sc2ccc(Cl)cc21
→ 81*	-9	1	30	17	-35	4	0

The list continues:
Below each compound – Apaf1 inhib	SENP8 block-1	SENP1 inh	PfG6PD inh	SENP8 block-2	SENP6 inh	HKDC1 inh	SENP7 block
Cc1c(C(=O)O)oc2ccc(S(=O)(=O)N3CCCC3)cc12
→ 1	-4	-1	-8	1	2	0	9
O=C(O)CCCn1cc(NC(=O)c2c(F)cccc2F)cn1
→ -8	-11	2	7	4	16	-10	1
CC1CCC/C(=N\NC(=O)c2ccncc2)C1 (stereo not drawn)
→ 2	2	1	-14	6	-3	-7	8
Nc1ncnc(Nc2ccccc2Cl)n1
→ -22	1	2	-16	12	-12	0	-1
CCC(CC)c1nnc(NC(=O)Cc2ccccc2[N+](=O)[O-])s1
→ 8	8	0	5	12	-14	-6	3
Cc1noc(COc2ccccc2OCC(O)CNC(C)(C)C)n1 (stereo not drawn)
→ 4	-8	0	-11	27	-2	-6	-5
COc1ccccc1Cn1c(=O)oc2ccc(C)cc21
→ -3	-7	2	-21	6	15	2	-8
COc1cccc(NC(=O)CN(C)C(=O)c2cc(-c3ccco3)nc3ccccc23)c1
→ 7	8	2	3	i	-16	1	-5
c1ccc(-c2oc3ncnc(NCCN4CCOCC4)c3c2-c2ccccc2)cc1
→ 5	-2	1	-2	-302	-8	-1	-16
Cc1cc2nc(N=C(N)N)nc(C)c2cc1C
→ x	x	-2	-6	-51	x	-7	x
O=C(c1cc(-c2cccnc2)nc2ccccc12)N1CCN(S(=O)(=O)c2cccs2)CC1
→ 8	-8	0	11	-5	-6	7	1
CCC1=C(OC(=O)N(CC)CC)N2C(=O)OC(=NCC3CC3)[C@]2(Cc2ccccc2)[C@H]2C1=CC[C@H]1C(=O)NC(=O)[C@H]12
→ 18	11	0	-14	25	-14	4	-3
OC(CCCC(O)c1ccccc1)c1ccccc1 (stereo not drawn)
→ x	x	-2	-4	4	x	-3	x
Cc1csc(-c2cnn(-c3ccccc3)c2NC(=O)c2ccc(C(F)(F)F)cc2)n1
→ 10	-1	2	-15	13	-4	-3	-7
Cc1ccc(-n2c(C)nnc2SCC(=O)N2CCc3ccccc3C2)cc1
→ 7	-9	0	2	1	-9	-1	-6

Next part
Below each compound – Apaf1 inhib	SENP8 block-1	SENP1 inh	PfG6PD inh	SENP8 block-2	SENP6 inh	HKDC1 inh	SENP7 block
CN1CCN(S(=O)(=O)c2cc(Cl)c(Cl)cc2Cl)CC1
→ 1	0	3	-11	2	-6	4	-11
CC(=O)N1CCc2cc(S(=O)(=O)NCCCN3CCCCC3)ccc21
→ -6	5	1	9	0	-6	-7	7
Cc1nc2sccn2c(=O)c1S(=O)(=O)NCCc1ccccc1
→ -3	3	1	2	-146	9	-6	6
Cc1ccc(C)n1-c1ccc(-c2ccnc(N)n2)cc1
→ x	x	-34	-5	-417	x	3	x
COc1ccc(C2(C(=O)NCCc3ccccc3)CCCC2)cc1OC
→ 6	-14	2	-5	11	-35	-4	-8
CC1CCN(CC(=O)Nc2cccc([N+](=O)[O-])c2)CC1
→ -12	-7	-4	-5	-14	-3	-4	-11
CC(=O)CCc1oc2ccc(NC(C)=O)cc2c1-c1ccc(C)o1
→ 0	0	0	3	10	-14	-2	0
N#Cc1c(NC(=O)CSc2nc3c(c(C(F)(F)F)n2)CCc2ccccc2-3)sc2c1CCCC2
→ -11	4	-2	14	22	-4	-15	-1
c1ccc(Nc2nc(-c3ccccn3)cs2)cc1
→ 11	38	7	12	-16	-3	4	60*
Cc1cc(C(=O)CSc2nnc(-c3ccc(Cl)cc3)n2CC2CCCO2)c(C)n1C (stereo not drawn)
→ 12	-5	0	-7	1	-16	1	-7
Cc1noc(C)c1COC(=O)CCCc1c[nH]c2ccccc12
→ 11	3	-6	8	-35	-4	1	7
O=C(Nc1nnc(-c2ccc(Cl)s2)o1)C1CCCCC1
→ 1	8	0	-17	-163	5	0	1
Cc1ccc(CNC(=O)c2cc(Cl)cc(Cl)c2)n1C
→ 3	-5	-4	0	18	-1	-1	-5
O=[N+]([O-])c1ccccc1Oc1ncccc1[N+](=O)[O-]
→ -5	-7	0	1	4	-10	-4	-8
COc1ccccc1CN1CC(C(=O)NCCN(C)CCc2ccccc2)CCC1=O (stereo not drawn)
→ 9	-11	-3	-14	6	-5	-2	10

Going on with the list.
Below each compound – Apaf1 inhib	SENP8 block-1	SENP1 inh	PfG6PD inh	SENP8 block-2	SENP6 inh	HKDC1 inh	SENP7 block
CC1CCN(CCCNC(=O)c2cn(C)c3ccc(S(=O)(=O)N4CCCC4)cc3c2=O)CC1
→ 0	-2	1	3	14	-15	13	-1
O=C(COC(=O)CC1CC2CCC1C2)Nc1cccc(S(=O)(=O)NC2=NCCCCC2)c1 (stereo not drawn)
→ -12	-6	4	-12	20	2	-2	-1
O=C(NCCO)/C(=C/c1cccc([N+](=O)[O-])c1)NC(=O)c1ccco1
→ -10	2	-3	-2	0	1	-10	8
Cc1nc(SCC(=O)NC(=O)NC2CCCCC2)nc(C)c1C
→ 5	1	-5	35	14	2	-10	0
Cc1ccc([N+](=O)[O-])cc1NC(=S)NC(=O)c1cccnc1
→ -15	3	1	5	13	5	-4	1
CC(C)Oc1ccc(/C=C(\NC(=O)/C=C/c2ccco2)C(=O)NCCc2nc3ccccc3[nH]2)cc1
→ 16	-3	6	14	4	0	-2	-3
CCCn1nnc(NC(=O)COc2ccc(C3CCCCC3)cc2)n1
→ 3	-8	4	-12	11	-16	-2	11
O=S(=O)(Nc1ccon1)c1ccc(Br)cc1
→ -8	6	0	-3	6	1	-4	-6
N#CC(=C1C=CC(=NO)C(Cl)=C1)c1ccc(Cl)cc1
→ x	x	1	31	-2	x	14	x
Cc1cccc(NC(=O)c2cc(=O)c3ccccc3o2)c1
→ 9	-9	3	17	15	-18	-4	-9
COCCNC(=O)C(c1ccccc1C)N(CCOC)C(=O)Cn1nnc2ccccc21 (stereo not drawn)
→ -5	8	-1	14	31	-2	-4	-6
Cc1ccc(C(C(=O)NC2CCCC2)N(C(=O)CNC(=O)c2ccco2)c2ccccc2)o1 (stereo not drawn)
→ -7	10	0	4	10	-30	-5	12
Cc1ccccc1-n1c(Cc2cccs2)n[nH]c1=S
→ -25	-7	0	51	-4	-3	-9	3
O=c1[nH]cnc2c1ncn2[C@@H]1O[C@H](COS(=O)(=O)O)[C@@H](O)[C@H]1O
→ 11	8	1	-8	10	-7	-3	0
c1cc2nc(C34CC5CC(CC(C5)C3)C4)[nH]c2cn1
→ -8	3	2	7	6	2	-1	6

Further compounds
Below each compound – Apaf1 inhib	SENP8 block-1	SENP1 inh	PfG6PD inh	SENP8 block-2	SENP6 inh	HKDC1 inh	SENP7 block
CCOc1ccccc1CN1CCC(n2nccc2NC(=O)CCCc2ccccc2)CC1
→ -4	4	-2	-8	15	1	-4	4
CCOc1ccc(OCC(=O)OCc2cc(=O)n3cc(Br)ccc3n2)cc1
→ 5	-2	3	10	-158	-17	0	5
CCOc1ccc2[nH]c(C(=O)N/N=C/c3cc(OC)c(OC)c(OC)c3)cc2c1
→ 11	4	1	3	-288	-6	0	6
O=C(CCS(=O)(=O)c1ccccc1)N(CCCN1CCOCC1)c1nc2ccccc2s1
→ 10	0	-1	17	3	1	-8	12
O=S(=O)(c1cccs1)N1CCN(CC(O)COc2cc(Cl)ccc2Cl)CC1 (stereo not drawn)
→ 17	7	1	-4	12	14	2	14
Cc1cccc(N2CCN(C(=O)C3CCCCC3)CC2)c1C
→ -2	1	-1	-13	19	-22	-3	1
CSc1ccccc1NC(=O)C(C)N1C(=O)c2ccccc2S1(=O)=O (stereo not drawn)
→ 8	3	4	10	7	-9	-11	4
O=C(CSC(=S)N1CCOCC1)c1cc(Br)cc(Br)c1O
→ 15	-4	-33	-23	2	-12	-7	1
CCn1cc(C(=O)O)c(=O)c2cc(OC)ccc21
→ 12	0	-1	4	-34	15	5	-5
Cc1c(Br)c(C(F)(F)F)nn1CC(=O)NCc1ccccc1
→ 3	3	-2	13	9	-3	14	-5
CN1CCC(C2(O)c3ccccc3CCc3ccccc32)CC1
→ 4	3	1	-15	15	0	-9	10
COc1ccc(-c2c(C)oc3c(CN4CCOCC4)c(O)ccc3c2=O)cc1
→ 1	-7	2	-21	-414	-2	5	-10
COc1ccc(NC(=O)COC(=O)c2ccc([N+](=O)[O-])o2)cc1Cl
→ 21	-5	2	31	30	11	-2	-12
O=C1C=C(O)C(n2cncn2)C(c2cc(F)ccc2F)C1 (stereo not drawn)
→ 12	-4	3	-17	24	-16	-5	-4
Cc1ccc(C)c(C(=O)CN2C(=O)NC3(CCCCCCC3)C2=O)c1
→ 4	4	3	1	14	9	-2	5

(list continues)
Below each compound – Apaf1 inhib	SENP8 block-1	SENP1 inh	PfG6PD inh	SENP8 block-2	SENP6 inh	HKDC1 inh	SENP7 block
COc1ccc(Cl)cc1NC(=O)NCCN1CCNC1=O
→ 0	1	0	-7	8	1	-2	-6
NC(=S)NNC(=O)Nc1cccc(Cl)c1
→ -1	-7	3	-1	-4	-14	-8	-9
COC(=O)c1ccccc1NC(=O)C1CC(c2ccc(F)cc2)=NO1 (stereo not drawn)
→ 8	-4	1	-7	6	-2	9	-9
COc1ccc(C(=O)Nn2cnnc2)c(OC)c1
→ -3	-4	1	-9	4	-6	-4	-3
